Xi reactivation = X-chromosome reactivation activator; XiGFP mouse fibroblasts, % GFP-positive cells imaging, 3 d; cells co-treated with 5-aza-dC sensitizer; scaled so ellipticine positive control = 100%; activation, % at 7.58 µM; 360,000 compounds, 0.055% hits; AID 743238;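 active means mean normalized replicate activation at least 10% and every replicate at or above 10%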;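 further: 0% = median of on-plate neutral control wells and 100% = ellipticine 6 µM median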
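Assay system: SV40-immortalized XiGFP fibroblast cells, line 68-5-11; buffer or medium: DMEM plus 5-aza-dC sensitizer; compound: one concentration, pinned; timing: compounds 3 days, fix/stain 15 min at room temperature; benchmarks: positive control ellipticine, 6 µM final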
CFTR F508del cor = correctors of CFTR F508del function in bronchial epithelial cells; AID 720511; 350,000 compounds, 0.36% hits; activity (quench increase), % at 7.58 µM; CFBE cells, YFP halide quenching; stimulated with forskolin plus potentiator P3; % fluorescence drop versus neutral controls;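 active means mean added fluorescence quench of at least 8% versus neutral control, with both replicates also reaching 8%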;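 further: cells transiently co-express mutant CFTR-F508del with the halide-sensitive YFP; corrector assay measuring rescue of mutant channel to the surface after 24 h compound exposure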
INS-1E GSIS act = primary screen for activators of insulin secretion dependent on glucose, INS-1E cells, GLuc reporter luminescence; 370,000 compounds, 0.61% hits; INS-1E GLuc reporter insulin secretion, 2-3 h; activation, % at 16.6 µM;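 active means lowest replicate activation of at least 40%, so every replicate reaches that level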;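 further: 0% = median of neutral control wells and 100% = median of IBMX positive control wells; some compounds called inactive have numbers as strong as hits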
Starred values were filed as active, the others as inactive; & = joins results of further samples. Some of the compounds tested. The share of hits here may be higher or lower than overall.

mol	Xi reactivation	CFTR F508del cor	INS-1E GSIS act
COc1ccc2c3c([nH]c2c1)[C@@H](CO)NCC31CN(S(=O)(=O)c2ccccc2)C1	0.0	1.1	10
N#Cc1ccc(-c2ccc([C@@H]3[C@@H]4CN(C(=O)Nc5ccc6c(c5)OCO6)C[C@H]3N4)cc2)cc1	0.0	0.7	-5
C[C@@H]1CN([C@@H](C)CO)S(=O)(=O)c2ccc(C#CC3CC3)cc2O[C@@H]1CN(C)C(=O)Nc1cc(F)ccc1F	-0.9	-0.2	-6
O=S(=O)(c1ccccc1F)N1C[C@@H]2N[C@H](C1)C2c1ccc(-c2cncnc2)cc1 (stereo partly specified)	0.0	0.6	-6
COc1ccc(-c2cnc3c(c2)C(=O)N([C@@H](C)CO)C[C@@H](C)[C@H](CN(C)S(=O)(=O)c2ccc(OC)cc2)O3)cc1	-0.5	-0.1	-16
COc1ccc2c3c(n(C)c2c1)[C@@H](CO)N(CC1CCCCC1)CC31CN(C(C)=O)C1	0.1	0.9	8
C[C@@H]1CN([C@@H](C)CO)C(=O)c2cc(C#CC3CC3)cnc2O[C@H]1CN(C)C(=O)c1ccncc1	-0.8	-1.4	7
CCCNC(=O)N1CCC2(CC1)CN(C(=O)c1ccncc1)[C@@H](CO)c1[nH]c3cc(OC)ccc3c12	0.2	0.6	14
CCS(=O)(=O)Nc1ccc(-c2cc(-c3ccccc3)c3cc(C)ccc3n2)cc1	-0.1	2.9	110*
C[C@H](CO)N1C[C@H](C)[C@H](CN(C)C(=O)Nc2ccc(F)cc2)Oc2ncc(-c3ccccc3)cc2C1=O	0.1	-3.1	-19
C[C@H](CO)N1C[C@H](C)[C@@H](CN(C)C(=O)C2CCCCC2)Oc2ncc(C#CC3CC3)cc2C1=O	-0.3	-2.7	-10
COCC(=O)N1CCC2(CC1)CN(Cc1cccc(Cl)c1)[C@H](CO)c1[nH]c3cc(OC)ccc3c12	0.1	1.6	-17
COCC(=O)N1CC2(C1)CN(C(=O)Cc1ccccc1)[C@@H](CO)c1c2c2ccc(OC)cc2n1C	0.2	2.7	13
COCC(=O)N1CC2(CN(C(C)=O)C2)c2c([nH]c3cc(OC)ccc23)[C@@H]1CO	0.3	-0.2	11
Cc1ccccc1-c1ccc(C2[C@@H]3CN(S(=O)(=O)Cc4ccccc4)C[C@H]2N3)cc1 (stereo partly specified)	0.0	-2.8	48
C[C@H]1CN([C@@H](C)CO)S(=O)(=O)c2ccc(-c3cccnc3)cc2O[C@@H]1CN(C)C(=O)C1CC1	-0.1	1.8	17
C[C@@H]1CN([C@@H](C)CO)C(=O)c2cc(NS(=O)(=O)c3ccccc3)ccc2O[C@@H](C)CCCCO[C@H]1CN(C)Cc1ccccc1	-0.8	1.0	-2
COc1ccc2c3c(n(C)c2c1)[C@H](CO)NCC31CN(C(=O)c2ccc(F)cc2)C1	0.4	2.9	9
COc1ccc(S(=O)(=O)Nc2ccc3c(c2)CC(=O)N([C@H](C)CO)C[C@H](C)[C@@H](CN(C)Cc2ccc(C(=O)O)cc2)O3)cc1	0.0	-2.1	-5
COc1ccc2c3c([nH]c2c1)[C@@H](CO)N(C(=O)C1CCCCC1)CC31CN(Cc2nccs2)C1	0.2	0.3	-9
O=C(Nc1ccccc1Br)c1ccccc1-c1ccccc1	0.1	6.0	-6
CCC(=O)N1CCC2(CC1)CN(Cc1ccc3c(c1)OCO3)[C@@H](CO)c1c2c2ccc(OC)cc2n1C	0.3	-1.6	-5
CCC(=O)N1CC2(C1)[C@@H](c1ccc(-c3ccccc3C)cc1)[C@H](CO)N2C(=O)CC	0.0	0.1	-6
CCCNC(=O)N1CC2(CN(C)C2)c2c([nH]c3cc(OC)ccc23)[C@H]1CO	0.3	-1.7	23
CCCNC(=O)N1CC2(CN(C(=O)CCC)C2)c2c(n(C)c3cc(OC)ccc23)[C@@H]1CO	0.0	1.4	12
COc1ccc2c3c([nH]c2c1)[C@@H](CO)N(C(=O)C1CC1)CC31CCN(C(=O)NC(C)C)CC1	0.3	-0.7	8
CCC(=O)N1CC2(CN(C(=O)c3cccnc3)C2)c2c([nH]c3cc(OC)ccc23)[C@H]1CO	0.3	-1.4	26
COc1ccc2c3c(n(C)c2c1)[C@H](CO)N(C(=O)Nc1ccc(F)cc1)CC31CN(C(=O)CC2CC2)C1	0.3	1.4	-8
COc1ccc2c3c([nH]c2c1)[C@H](CO)N(CC1CC1)CC31CN(C(=O)c2ccccc2)C1	0.3	1.6	8
CN(C)C(=O)c1cccc(-c2ccc(C3[C@H]4CNC[C@@H]3N4S(=O)(=O)c3ccccc3F)cc2)c1 (stereo partly specified)	0.0&0.0	-2.6&0.4	-14&-8
Cc1cccc(-c2ccc(C3[C@H]4CNC[C@@H]3N4Cc3cccc(F)c3)cc2)c1 (stereo partly specified)	0.0	-0.2	-11
C[C@@H]1CN([C@H](C)CO)S(=O)(=O)c2ccc(C3=CCCCC3)cc2O[C@H]1CN(C)C	-0.6	2.8	-3

Single records (already shown).
Record of CN(C)C(=O)c1cccc(-c2ccc(C3[C@H]4CNC[C@@H]3N4S(=O)(=O)c3ccccc3F)cc2)c1 (stereo partly specified) → Xi reactivation: 0.0&0.0; CFTR F508del cor: -2.6&0.4; INS-1E GSIS act: -14&-8
Record of COc1ccc2c3c(n(C)c2c1)[C@H](CO)N(C(=O)Nc1ccc(F)cc1)CC31CN(C(=O)CC2CC2)C1 → Xi reactivation: 0.3; CFTR F508del cor: 1.4; INS-1E GSIS act: -8
Record of CCCNC(=O)N1CC2(CN(C(=O)CCC)C2)c2c(n(C)c3cc(OC)ccc23)[C@@H]1CO → Xi reactivation: 0.0; CFTR F508del cor: 1.4; INS-1E GSIS act: 12

(further entries)
mol	Xi reactivation	CFTR F508del cor	INS-1E GSIS act
CN(C)C(=O)c1ccc(-c2ccc(C3[C@@H]4CN(S(=O)(=O)Cc5ccccc5)C[C@H]3N4)cc2)cc1 (stereo partly specified)	0.1	1.2	-11
CCC(=O)N1CC2(CCN(Cc3ccncc3)CC2)c2c(n(C)c3cc(OC)ccc23)[C@H]1CO	0.4	-0.9	-13
Cc1cccc(S(=O)(=O)N2C[C@@H]3N[C@H](C2)C3c2ccc(-c3ccccc3C)cc2)c1 (stereo partly specified)	0.0&0.0	-5.8&-0.7	35&20
c1cncc(-c2ccc(C3[C@@H]4CN(Cc5ccc6c(c5)OCO6)C[C@H]3N4)cc2)c1 (stereo partly specified)	0.3&0.0	4.4&1.8	2&-1
CCCC(=O)N1CC2(CCN(C)CC2)c2c(n(C)c3cc(OC)ccc23)[C@@H]1CO	0.3	1.4	2
CCC(=O)N1CC2(C1)CN(Cc1cccc(Cl)c1)[C@H](CO)c1c2c2ccc(OC)cc2n1C	0.3	-1.4	-25
C[C@H](CO)N1C[C@H](C)[C@H](CN(C)S(=O)(=O)c2ccc(F)cc2)Oc2ncc(-c3ccc(F)cc3)cc2C1=O	-0.5	-2.9	-16
CCC(=O)N1CC2(C1)CN(Cc1cccc(F)c1)[C@@H](CO)c1c2c2ccc(OC)cc2n1C	0.1	1.0	1

(next part)
molecule	Xi reactivation	CFTR F508del cor	INS-1E GSIS act
COc1ccc2c3c(n(C)c2c1)[C@H](CO)N(Cc1cc(F)ccc1F)CC31CCN(C(C)=O)CC1	0.2	0.2	-2
CCCNC(=O)N1CCC2(CC1)CN(C(=O)c1ccncc1)[C@H](CO)c1[nH]c3cc(OC)ccc3c12	0.9	0.2	17
COc1cccc(-c2cnc3c(c2)C(=O)N([C@@H](C)CO)C[C@@H](C)[C@@H](CN(C)CC2CC2)O3)c1	-1.2	-1.7	-1
C[C@H]1CN([C@@H](C)CO)C(=O)c2cc(-c3ccncc3)cnc2O[C@H]1CN(C)C(=O)C1CCC1	-0.8	1.6	7
C[C@H](CO)N1C[C@H](C)[C@H](CN(C)C(=O)c2ccncc2)Oc2ncc(C#CC3CC3)cc2C1=O	0.6	-1.1	14
C[C@@H]1CN([C@@H](C)CO)S(=O)(=O)c2ccc(C#CC(C)(C)O)cc2O[C@@H]1CN(C)C(=O)C1CC1	-1.3	-0.9	4
COc1ccc(C#Cc2ccc([C@@H]3[C@@H](CO)N4C(=O)CN(C(C)=O)C[C@H]34)cc2)cc1	0.0	0.4	11
CS(=O)(=O)N1C[C@@H]2N[C@H](C1)[C@@H]2c1ccc(-c2ccccc2)cc1	0.1	7.0	13
COc1ccc(CN2CC3(CCN(S(=O)(=O)c4ccc(C)cc4)CC3)c3c([nH]c4cc(OC)ccc34)[C@H]2CO)cc1	0.2	0.2	-38
C[C@H]1CN([C@@H](C)CO)C(=O)c2cc(C#CC3CC3)cnc2O[C@H]1CN(C)C(=O)c1ccncc1	-0.8	-5.4	2
CN(C)C(=O)c1ccc(-c2ccc(C3[C@@H]4CN(C(=O)C5CCC5)C[C@H]3N4)cc2)cc1 (stereo partly specified)	0.0&0.1	-1.0&-3.4	2&9
COc1cccc(CN2CCC3(CC2)CN(C(=O)Nc2ccc(F)cc2)[C@H](CO)c2c3c3ccc(OC)cc3n2C)c1	0.5	3.3	-29
CC(C)C#Cc1ccc2c(c1)O[C@H](CN(C)C(=O)C1CCC1)[C@H](C)CN([C@H](C)CO)S2(=O)=O	0.4	-2.1	-7
C[C@@H]1CN([C@@H](C)CO)C(=O)c2cc(C3=CCCC3)cnc2O[C@@H]1CN(C)C(=O)C1CC1	-0.2	-1.9	19
C[C@H](CO)N1C[C@H](C)[C@@H](CN(C)C(=O)NC2CCCCC2)Oc2ccc(NC(=O)CCCCCC(=O)Nc3ccccc3N)cc2C1=O	-0.5	-1.1	3
CCCC(=O)N1CC2(C1)CN(C(=O)COC)[C@H](CO)c1c2c2ccc(OC)cc2n1C	0.3	-1.8	33
COc1cccc(CN2CC3(CCN(CC4CCOCC4)CC3)c3c([nH]c4cc(OC)ccc34)[C@@H]2CO)c1	0.1	0.7	8
COc1cccc(S(=O)(=O)N2CC3(CCN(C)CC3)c3c(n(C)c4cc(OC)ccc34)[C@@H]2CO)c1	0.5	3.0	15
O=C(Cc1ccccc1)N1CC[C@H]2[C@H](CO)Nc3ccc(C4=CCCCC4)cc3[C@H]21	0.0	0.5	7
COc1ccc2c3c([nH]c2c1)[C@H](CO)NCC31CCN(C(=O)Nc2ccc3c(c2)OCO3)CC1	0.1	2.6	14
C[C@@H]1CN([C@H](C)CO)C(=O)c2cc(N(C)C)ccc2O[C@H]1CN(C)CC1CCCCC1	0.2	-0.6	-4
CCCNC(=O)N1CC2(CN(C(=O)CC3CC3)C2)c2c(n(C)c3cc(OC)ccc23)[C@@H]1CO	0.3	-0.4	24
FC(F)(F)c1ccccc1CN1[C@@H]2CNC[C@H]1C2c1ccc(-c2ccncc2)cc1 (stereo partly specified)	0.0	2.5	-4
COc1ccc2c3c([nH]c2c1)[C@H](CO)N(C(=O)C1CCCCC1)CC31CN(Cc2nccs2)C1	0.4	2.8	2
COc1ccc2c3c([nH]c2c1)[C@H](CO)N(C(=O)NC(C)C)CC31CCN(Cc2ccccc2)CC1	0.3	3.3	6
C[C@H]1CN([C@@H](C)CO)C(=O)c2cc(NC(=O)CCCCCC(=O)Nc3ccccc3N)ccc2O[C@H]1CN(C)Cc1ccc(-c2ccccc2)cc1	0.1	-1.7	-1
N#C[C@@H]1[C@H](c2ccc(-c3cccc(F)c3)cc2)[C@@H](CO)N1c1nc(-c2ccccc2)cs1	-0.1	-0.6	-7
COCC(=O)N(C)C[C@@H]1Oc2cc(C#CC3CCCC3)ccc2S(=O)(=O)N([C@@H](C)CO)C[C@@H]1C	-1.3	-0.7	1
CCCC(=O)N1CC2(C1)CN(Cc1ccncc1)[C@H](CO)c1[nH]c3cc(OC)ccc3c12	0.3	1.7	3
CCS(=O)(=O)N1CC2(CN(Cc3ccccc3OC)[C@H](CO)c3c2c2ccc(OC)cc2n3C)C1	0.2	-1.2	-12
COc1ccccc1S(=O)(=O)N1C[C@@H]2N[C@H](C1)C2c1ccc(-c2cccnc2)cc1 (stereo partly specified)	0.0&0.0	-0.2&0.9	-5&-1
COCC(=O)N1CC2(CN(C(=O)NC(C)C)C2)c2c(n(C)c3cc(OC)ccc23)[C@@H]1CO	0.1	0.0	14
C[C@@H]1CN([C@H](C)CO)S(=O)(=O)c2ccc(C3=CCCC3)cc2O[C@H]1CN(C)S(C)(=O)=O	-0.9	-2.4	14
N#C[C@@H]1[C@H](c2ccc(C3=CCCCC3)cc2)[C@H](CO)N1C(=O)NC1CCCC1	-0.1	6.4	8
C[C@H]1CN([C@@H](C)CO)C(=O)c2cc(C#CC3CC3)cnc2O[C@@H]1CN(C)C(=O)C1CCCCC1	-0.8	-1.3	-9
C[C@H]1CN([C@@H](C)CO)C(=O)c2cc(-c3ccncc3)cnc2O[C@@H]1CN(C)C(=O)C1CCC1	-0.6	0.4	23

Screening results from PubChem BioAssay.
